# mIDH1 inhibitor – qHTS for Inhibitors of mutant isocitrate dehydrogenase 1 (IDH1): qHTS; Isocitrate dehydrogenase [NADP] cytoplasmic (Homo sapiens), O75874; IDH1-R132H enzyme, NADPH consumption, diaphorase/resazurin fluorescence; 390,000 compounds, 0.093% hits; AID 602179, 2012; Potency, µM (highest dose often 76.6 µM), for inactives: at the top dose activity change, negative = inhibition, usual class: inhibitors; note: potency is the fitted concentration of half-maximal effect; % is set by controls: 0 for no effect and ±100 for the full control effect; nearly all actives have a fitted effect of over 65% in size
# Target sequence (O75874 whole entry R132H, stated change not applied): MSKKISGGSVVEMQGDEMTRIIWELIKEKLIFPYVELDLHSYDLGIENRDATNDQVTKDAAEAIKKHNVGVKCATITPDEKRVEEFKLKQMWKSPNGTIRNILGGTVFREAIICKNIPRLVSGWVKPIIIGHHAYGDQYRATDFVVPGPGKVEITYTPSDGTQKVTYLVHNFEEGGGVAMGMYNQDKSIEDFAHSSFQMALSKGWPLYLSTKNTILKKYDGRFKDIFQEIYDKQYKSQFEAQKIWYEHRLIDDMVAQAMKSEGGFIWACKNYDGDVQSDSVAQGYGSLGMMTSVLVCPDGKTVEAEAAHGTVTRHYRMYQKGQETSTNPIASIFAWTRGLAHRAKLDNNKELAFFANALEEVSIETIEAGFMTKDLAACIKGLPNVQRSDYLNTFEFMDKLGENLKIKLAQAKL
#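 IDH1-R132H (0.5 ug/mL) preincubated 30 min with compound, then NADPH (0.016 mM) and alpha-KG (2 mM) added; 80 min at RT, pH 7.5. Remaining NADPH coupled via diaphorase/resazurin to fluorescence (540/590 nm); concentration-response curves normalized to no-enzyme control.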
# GLS inhibitor – qHTS for Inhibitors of Glutaminase (GLS). Potency, µM (highest dose often 45.5 µM), without a hit: top-dose activity change, negative = inhibition, hits mostly inhibitors. GLS enzymatic activity, qHTS titration. AID 624170, 2012. Glutaminase kidney isoform, mitochondrial (Homo sapiens), O94925. 410,000 compounds, 0.21% hits; note: potency is the fitted concentration of half-maximal effect; % is set by controls: 0 for no effect and ±100 for the full control effect
#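 Two-point fluorescence kinetic (t0, 30 min RT) for hKGA; glutamate detected via glutamate oxidase–HRP–Amplex Red. Substrate: 1 mM L-glutamine solution; buffer 45 mM KH2PO4, pH 8.2.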
# rTrxR1 inhibitor – qHTS Assay for Inhibitors of Mammalian Selenoprotein Thioredoxin Reductase 1 (TrxR1): qHTS. AID 588453, 2011. Potency, µM (top dose mostly 114 µM), for inactives: at the top dose activity change, negative = inhibition, hits mostly inhibitors. 390,000 compounds, 1% hits. recombinant rTrxR1, NADPH fluorescence consumption, selenite substrate. Thioredoxin reductase 1, cytoplasmic (Rattus norvegicus), O89049; note: potency is the fitted concentration of half-maximal effect; % is set by controls: 0 for no effect and ±100 for the full control effect; nearly all actives have a fitted effect of over 65% in size
#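 Rat TrxR1 (90 nM in the dispensed reagent) was pre-reduced with 400 uM NADPH for 5 min at room temperature, then incubated with compound for 15 min. After 400 uM selenite was added, NADPH fluorescence (Ex 340/Em 450 nm) was followed for 8 min.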
# PI4K2A block – qHTS for small molecular inhibitors of PI4K2A; activity change, negative = inhibition, % at 76.9 µM; 420,000 compounds, 0.13% hits; purified PI4K2A, ADP-Glo luminescence, 1 h; hits give low values; Phosphatidylinositol 4-kinase type 2-alpha (Homo sapiens), Q9BTU6; in the data active = activity change below about -50%; inconclusive = mostly about -30% to -49%;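 note: -100% = wells without enzyme as full effect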
# Target sequence (Q9BTU6 whole entry, looked up): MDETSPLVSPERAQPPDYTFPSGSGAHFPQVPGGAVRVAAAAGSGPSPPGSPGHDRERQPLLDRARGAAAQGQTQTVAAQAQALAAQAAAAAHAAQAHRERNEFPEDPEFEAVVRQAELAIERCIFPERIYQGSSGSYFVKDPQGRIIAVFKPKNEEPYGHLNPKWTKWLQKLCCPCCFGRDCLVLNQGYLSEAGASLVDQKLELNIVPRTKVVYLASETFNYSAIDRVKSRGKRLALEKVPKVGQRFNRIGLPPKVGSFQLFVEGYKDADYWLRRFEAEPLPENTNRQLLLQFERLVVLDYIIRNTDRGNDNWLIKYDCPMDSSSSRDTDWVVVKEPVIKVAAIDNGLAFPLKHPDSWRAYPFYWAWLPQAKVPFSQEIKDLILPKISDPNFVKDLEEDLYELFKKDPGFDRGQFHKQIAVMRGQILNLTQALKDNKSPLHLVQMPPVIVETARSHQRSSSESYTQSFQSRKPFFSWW
#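 ADP-Glo luminescence measured ADP generated by PI4K2A enzyme (4 ug/mL before mixing) with 1.2 mM PI substrate (pre-mix) and 300 microM ATP (pre-mix). Tris pH7.5 buffer with MgCl2, Triton X-100; 1 h reaction at ambient temperature.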
# Pin1 inh – qHTS Assay to Find Inhibitors of Pin1; Potency, µM (top dose mostly 115 µM), for inactives: at the highest dose activity, negative = inhibition, actives largely listed as inhibitors; Peptidyl-prolyl cis-trans isomerase NIMA-interacting 1 (Homo sapiens), Q13526; Pin1 FP peptide displacement, HiFluor488, 10 min; 390,000 compounds, 0.009% hits; active = well fitted inhibition curve with a large enough effect in the polarisation, with a control signal flat, not every such curve was filed as active; inconclusive = small, poorly fitted or top-dose-only effect, or effect the other way, or a change in a side signal; inactive = no such curve, though single readings can be large or run the other way; the % refers to the polarisation; note: potency is the fitted concentration of half-maximal effect; % is set by controls: 0 for no effect and ±100 for the full control effect
# TrxR1 substrate – qHTS Assay for Substrates of Mammalian Selenoprotein Thioredoxin Reductase 1 (TrxR1): qHTS; purified TrxR1 substrate turnover, NADPH consumption readout; Potency, µM (titrated, usually from 114 µM), inactives show at the highest dose activity change, negative = substrate turnover; 390,000 compounds, 0.01% hits; AID 588456, 2011; note: potency is the fitted concentration of half-maximal effect; % is set by controls: 0 for no effect and ±100 for the full control effect; nearly all actives have a fitted effect of over 50% in size
#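 Rat TrxR1, dispensed at 90 nM, was prereduced with 400 uM NADPH (final) for 5 min at ~22 deg C, then incubated with compound 15 min before 400 uM selenite. A first-read NADPH fluorescence drop versus no-compound background flagged substrates.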
# USP1 inh – Inhibitors of USP1/UAF1: Primary Screen | Ubiquitin carboxyl-terminal hydrolase 1 (Homo sapiens), O94782 | recombinant USP1/UAF1, Ub-Rhodamine cleavage fluorescence | Potency, µM (titrated, usually from 57.1 µM), inactives show top-dose activity change, negative = inhibition, usual class: inhibitors | 390,000 compounds, 0.23% hits; note: potency is the fitted concentration of half-maximal effect; % is set by controls: 0 for no effect and ±100 for the full control effect; nearly all actives have a fitted effect of over 60% in size; inactives centre near -12
#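 USP1/UAF1 complex (1 nM) preincubated 15 min at room temperature with compound, then Ub-Rho substrate (150 nM final) added. Kinetic fluorescence at 480/540 nm over 6 reads at 60 s intervals; 50 mM HEPES pH 7.8, 0.5 mM EDTA, 0.1 mg/ml BSA, 1 mM TCEP, 0.01% Tween-20.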
# HP1b binding inh – HTS for Inhibitors of HP1-beta Chromodomain Interactions with Methylated Histone Tails; Chromobox protein homolog 1 (Homo sapiens), P83916; AlphaScreen HP1-beta / biotin-H3K9me3 peptide binding; Potency, µM (doses to about 114 µM), without a hit: at the top dose activity change, negative = inhibition, most hits filed as inhibitors; 390,000 compounds, 0.56% hits; note: potency is the fitted concentration of half-maximal effect; nearly all actives have a fitted effect of over 70% in size; inactives centre near 23
# Target sequence (P83916 whole entry, looked up): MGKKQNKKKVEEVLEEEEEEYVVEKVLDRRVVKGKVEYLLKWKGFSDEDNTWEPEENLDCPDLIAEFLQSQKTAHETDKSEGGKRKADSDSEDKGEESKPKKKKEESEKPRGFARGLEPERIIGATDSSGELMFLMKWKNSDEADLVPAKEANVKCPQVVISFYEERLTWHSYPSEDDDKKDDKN
#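 HP1-beta protein (50 nM final) preincubated 30 min at room temperature with biotinylated H3(1-18)K9me3 peptide (50 nM) in PBS pH 7.4, 0.01% Tween-20, then compound added for 30 min. AlphaScreen streptavidin donor/nickel chelate acceptor beads (10 ug/mL final), 30 min dark, luminescence read.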
# Tb PGK inh – qHTS Assay to Find Inhibitors of Phosphoglycerate Kinase. Potency, µM (series often up to 57.5 µM), without a hit: at the top dose activity change, negative = inhibition, usual class: inhibitors. 380,000 compounds, 0.043% hits. AID 602233, 2012. PGK/GAPDH coupled, Kinase-Glo luminescence, 60 min; note: potency is the fitted concentration of half-maximal effect; % is set by controls: 0 for no effect and ±100 for the full control effect; nearly all actives have a fitted effect of over 60% in size
#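 Luminescent ATP detection (Kinase-Glo Plus) follows a 60-minute room-temperature incubation, with wells lacking PGK as controls. Buffer: 100 mM TEA (pH 7.6), 5 mM MgCl2, 0.01% Tween-20. Coupling enzyme GAPDH (100 nM final) supplies unstable 1,3-BPG in-well.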
# * hit, by the source's call; i = inactive; u = inconclusive; x = not tested or not shown; & = joins results of further samples; [ ] = remark or other dose. Unless noted, calls come from the whole dose curve; as a rule, active = well fitted curve in the direction sought with a large enough effect; inconclusive = small, poorly fitted or top-dose-only effect, or another doubt; inactive = no such curve, though single readings can be large; an effect the other way counts as inactive or inconclusive. Some of the compounds tested; the hit share may differ from the screen's.
# Each structure is followed by: Pin1 inh	TrxR1 substrate	GLS inhibitor	PI4K2A block	rTrxR1 inhibitor	Tb PGK inh	mIDH1 inhibitor	HP1b binding inh	USP1 inh
COc1cccc(CNC(=O)c2ccc(Cn3c(SCc4ccccc4)nc4cccnc43)cc2)c1
 : 21%	8%	-3%	-2	10%	-7%	0%	14%	-11%
COc1ccc(NC(=O)C/C(C)=N/NC(=O)C2CCCCC2)c([N+](=O)[O-])c1
 : 0%	-1%[57.1 µM]	3%	1	11%[57.1 µM]	i	-1%	23%	-11%
COc1ccccc1Oc1coc2cc(OCC(N)=O)ccc2c1=O
 : -1%	0%	1%	1	-7%	-7%	-11%	31%	-18%
CCOc1ccc2nc(N3CCCC(C(=O)NCCCN4CC(C)CC(C)C4)C3)sc2c1 (centres undefined)
 : 2%	2%	-2%	12	1%	0%	4%	12%	-12%
CN(C)c1cccc(NC(=O)NC2(C)CCS(=O)(=O)C2)c1 (centres undefined)
 : -2%	-3%	32%[activator]	-2	3%	-4%	4%	-7%	-23%
COc1ccc(NC(=O)c2nnn(-c3ccc(C(C)C)cc3)c2C)c(OC)c1
 : 4%	-5%	3%	-1	14%	-1%	2%	34%	1%
COc1cc2c(cc1OC)CN(CC(=O)Nc1cccc(C(F)(F)F)c1)CC2
 : 6%	-3%	-5%	0	2%	i	8%	37%	u
CNC(=S)Nc1ccc(OCc2ccccc2)cc1
 : -6%	-5%	22%	-1	-2%	i	-6%	20%	-15%
O=C(Cn1ncc2c([nH]c3ccccc32)c1=O)N1CCCCC1
 : 6%	7%	-14%	5	5%	-7%	0%	32%	u
O=C(N/N=C1/CC2CCC1C2)c1cc2ccccc2cc1O (centres undefined)
 : u	-3%	-29%	-1	22%	i	3%	24%	-20%
CCCCn1c2ccccc2c2nnc(SCCN3CCCCC3)nc21
 : -2%	10%[57.1 µM]	-17%	-6	12%[57.1 µM]	-5%	5%	7%	-7%
O=C(O)c1cccc(NC(=S)NC(NC(=O)c2ccco2)C(Cl)(Cl)Cl)c1 (centres undefined)
 : 5%	-17%	13%	0	u	4%	-14%	29%	-5%
CCOC(=O)C1Nc2ccc(C(F)(F)F)cc2C2c3ccccc3CC12 (centres undefined)
 : -15%	-8%[57.1 µM]	-4%	-1	8%[57.1 µM]	i	7%	47%[activator]	-32%
CN(CC(=O)Nc1ccc(C(N)=O)cc1)S(=O)(=O)c1ccc2c(c1)OCCO2
 : 0%	-7%[57.1 µM]	-10%	5	1%[2.29 µM]	i	5%	34%[57 µM]	-3%
CCOc1ccccc1Oc1cn[nH]c1-c1ccc(OC)cc1O
 : -1%	-8%	-8%	2	4%	i	14%	19%	u
Cc1ccc(CCNC(=O)CCS(=O)(=O)c2ccc3c(c2)oc(=O)n3C)cc1
 : 1%&0%	6%&4%	-15%&-11%	-5&1	14%&17%	-5%	6%&16%	40%&55%[activator]	-24%&-14%
Cc1cc(C)c(NC(=O)COCc2cc(-c3cccs3)on2)c(C)c1
 : 1%	-7%	-4%	-1	-3%	-2%	-16%	15%	1%
Cc1ccc(-c2nc3c(c(=O)[nH]c(=O)n3CC(C)C)n2CC(C)C)cc1[N+](=O)[O-]
 : 2%	10%[57.1 µM]	-2%	0	33%[57.1 µM]	i	-12%	2%	-3%
Cc1ccccc1C(=O)NC1CC2CCCC(C1)N2Cc1ccccc1Cl (centres undefined)
 : x	x	10%	-2	x	-2%	8%	x	-20%
O=C(O)c1ccccc1-n1cnnn1
 : 0%	-8%	0%	0	-8%	3%	-10%	56%[activator]	-5%
COCCNC(=O)c1ccccc1-c1nc(-c2ccccc2Cl)no1
 : -5%	6%	-2%	9	18%[57.1 µM]	i	12%	24%	-20%
OCCOCCn1c(C(CO)Nc2nc(-c3ccc(Cl)cc3)cs2)nc2ccccc21 (centres undefined)
 : 2%	-4%	-9%	1	8%	-3%	-15%	-8%	-22%
Cc1c(C)c2cc3c(c(C)c2oc1=O)OCN(CCc1ccc(F)cc1)C3
 : -6%	90%[activator]	24%	-5	-4%	1%	-5%	30%	-15%
CCn1c(SCC(=O)N(C)CCC#N)nc2cc(S(=O)(=O)N3CCOCC3)ccc21
 : -4%	-6%	2%	0	-4%	-10%	6%	22%	-16%
Fc1ccc(-c2csc(Nc3ccccn3)n2)cc1
 : 7%	-6%	-5%	-4	0%	-5%	6%	29%	-25%
Cc1ccc(N2CC(C(=O)OCc3ccc([N+](=O)[O-])cc3)CC2=O)cc1 (centres undefined)
 : 0%	13%[57.1 µM]	7%	-5	17%[57.1 µM]	-2%	7%	22%	-13%
Cc1ccc(CS/C(Nc2ccccc2C)=C(\C#N)C(N)=O)c(C)c1
 : 2%	-4%[57.1 µM]	66%[activator]	-1	4%[57.1 µM]	-8%	-24%	27%	-7%
O=C(NS(=O)(=O)Oc1ccc(F)cc1F)OC[C@@H]1CCCN2CCCCC12 (some centres undefined)
 : -4%	0%	3%	0	3%	9%	-2%	0%	0%
O=C(CCC(=O)c1cccs1)OCC(=O)c1ccccc1F
 : -1%	11%	1%	-8	27%	-10%	2%	15%	-8%
CCOC(=O)/C(=C\c1ccc(Cl)cc1)c1nc2sc(C)c(C)c2c(=O)[nH]1
 : 52%[activator]	-3%	-8%	-2	u	-5%	-13%	u	-21%
CCC1CCCCN1C(=O)Cn1c(C(=O)OC)cc2ccsc21 (centres undefined)
 : 2%	-6%[57.1 µM]	0%	9	-24%[57.1 µM]	i	8%	4%	1%
CCN(C(=O)CSc1nc2nc(C)cc(C)n2n1)c1ccccc1
 : 4%	10%	-1%	0	28%	x	5%	35%[activator]	5%
CCCn1ccc2c(OCC(=O)NCc3ccc(F)cc3)cccc2c1=O
 : 0%	2%[57.1 µM]	-7%	1	10%[57.1 µM]	-4%	10%	32%	-31%
Cc1nn(CC(=O)NC2CCS(=O)(=O)C2)c(C)c1[N+](=O)[O-] (centres undefined)
 : 1%	-6%[57.1 µM]	-3%	-1	11%[57.1 µM]	0%	4%	37%[activator]	u
CN(C)c1ccc(C=C2C=C(c3ccccc3)OC2=O)cc1
 : x	x	2%	-12	x	-4%	13%	x	-24%
Cc1ccc(CNC(=O)Cn2ccc(NC(=O)OCc3ccccc3)nc2=O)o1
 : 1%	4%	6%	-2	20%	i	-4%	54%[activator]	-18%
Cc1cc(C(F)F)nn1CC(=O)NC1C(=O)N2C(C(=O)O)=C(CSc3nnnn3C)CSC12 (centres undefined)
 : -24%	6%	7%	-2	-33%	u	0%	22%	-14%
CC(C)Cn1cc(Cl)c(=O)n(CC(C)C)c1=O
 : 1%	-9%	5%	-2	1%	6%	-3%	29%	0%
CCOc1cc(/C=N/Nc2nncc(-c3ccccc3)n2)ccc1O
 : -10%	6%[57.1 µM]	0%	2	4%[11.4 µM]	-4%	-3%	u	-14%
COc1cc(/C=C2/C(=N)N3N=C(C)SC3=NC2=O)ccc1OS(=O)(=O)c1ccc(C)cc1
 : 6%	-7%	17%	-3	-5%	-3%	-6%	11%	-9%

# Full records, quoted from the list. Screens in order: Pin1 inh	TrxR1 substrate	GLS inhibitor	PI4K2A block	rTrxR1 inhibitor	Tb PGK inh	mIDH1 inhibitor	HP1b binding inh	USP1 inh
# CCN(C(=O)CSc1nc2nc(C)cc(C)n2n1)c1ccccc1 is listed with 4%	10%	-1%	0	28%	x	5%	35%[activator]	5%
# CCC1CCCCN1C(=O)Cn1c(C(=O)OC)cc2ccsc21 (centres undefined) is listed with 2%	-6%[57.1 µM]	0%	9	-24%[57.1 µM]	i	8%	4%	1%
# CC(C)Cn1cc(Cl)c(=O)n(CC(C)C)c1=O is listed with 1%	-9%	5%	-2	1%	6%	-3%	29%	0%
# CCOc1cc(/C=N/Nc2nncc(-c3ccccc3)n2)ccc1O is listed with -10%	6%[57.1 µM]	0%	2	4%[11.4 µM]	-4%	-3%	u	-14%

# High-throughput results: PubChem BioAssay, National Center for Advancing Translational Sciences (NCATS)
